PglD DTNB: PglD (C. jejuni) enzyme inhibition | purified PglD enzyme, DTNB colorimetric CoA detection | inhibition, % at 12.5 µM | hit rate 0.098% among 360,000; in the data active = inhibition above about 16%, passing the limit was not always enough; note: strong numbers were not always called active
LGR2 antag: Drosophila LGR2 receptor signaling inhibition; hit rate 0.35% among 380,000; AID 720647; HEK293 LGR2, CRE-luciferase, bursicon-stimulated, 4 h; inhibition, % at 9.99 µM;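 active = drop in luminescence signal, shown as inhibition above about 50% in the replicate tests, limit read from the data, passing the limit was not always enough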;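 note: agonist challenge used bursicon conditioned medium at about half maximal strength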
C2C12 statin: suppression of simvastatin myotoxicity; C2C12 myotubes + simvastatin, ATP luminescence, 48 h; scaled: DMSO 0, geranylgeraniol control 100; rescue of ATP level, % at 7.49 µM; hit rate 0.78% among 330,000; AID 602340;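 active = mean ATP rescue above about 67%, or every replicate alone reaching that limit, limit read from the data, passing the limit was not always enough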;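 note: myotubes were challenged with 10 µM simvastatin during compound exposure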
PGC1a acetyl inh: PGC1a acetylation modulation, inhibitor mode. inhibition, % at 15.6 µM. hit rate 0.17% among 350,000. AID 651687. U2OS PGC1a acetylation, AlphaScreen anti-acetyl-lysine; with virally co-expressed GCN5 acetyltransferase;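 active = every replicate shows inhibition of at least 40%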;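 note: 0% = neutral control wells and 100% = positive control wells; some results beyond the cut were filed as inactive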
ARNT TACC3 PPI: disruptors of human ARNT/TACC3 interaction; Q9Y6A5; AlphaScreen His-ARNT PAS-B/GST-TACC3 binding, luminescence; TACC3 fragment carries E629A point mutation; inhibition, % at 9.99 µM; hit rate 0.66% among 390,000; AID 623870;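 active = mean inhibition of replicates at least 50% and at least half of replicates each reaching 50%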;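 note: 0% = complete ARNT plus TACC3 wells and 100% = ARNT alone without TACC3; many hits fall short of the cut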
PAX8 reporter: inhibitors of PAX8 transcriptional activity in RMG-I cells; hit rate 1.2% among 360,000; RMG-I TPO-luciferase reporter, SteadyGlo, 24 h; inhibition, % at 12.6 µM;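 active = mean replicate inhibition at least 60% with every replicate also reaching 60%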;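 note: luciferase light reporting Pax8 driven TPO promoter activity; plate controls were median of neutral control wells for no effect and mitoxantrone controls for full effect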
GSIS activator: GLuc luminescence reporter in INS-1E cells, primary screen for activators of glucose-dependent secretion of insulin. INS-1E GLuc reporter insulin secretion, 2-3 h. activation, % at 16.6 µM. hit rate 0.61% among 370,000. AID 743287;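 active = lowest replicate activation of at least 40%, so every replicate reaches that level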;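 note: 0% = median of neutral control wells and 100% = median of IBMX positive control wells; some compounds called inactive have numbers as strong as hits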
Cneo AK release: causes C. neoformans cell lysis; adenylate kinase release luminescence, 4 h; normalised: neutral wells 0, clomiphene wells 100; hit rate 0.2% among 360,000; lysis activity, % at 15 µM; AID 651654;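 active = mean lysis activity across replicates of at least 80%, whatever share of replicates individually reach that level; inactive = mean lysis activity below 80%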
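read-out = cell lysis signal | test system = log-phase Cryptococcus neoformans yeast cells | input = cells at 5 × 10^6 per mL | medium = fresh YPD growth medium | signal = luminescent adenylate kinase detection reagent | timing = 4 h at 37 °C static, read 1 h later | dosing = single dose | controls = Clomiphene as positive lysis control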
* = called active by the depositor; nt = no result given. This is a random part of the collection; any-hit rate near 2.9%.

Preview (4 entries):
1) COc1ccc(CCNC(=O)CN2C(=O)COc3ccc(S(=O)(=O)N4CCCC4)cc32)c(OC)c1
2) NC(N)=NS(=O)(=O)c1ccc(NC(=S)Nc2ccc(F)cc2)cc1
3) COc1ccc(NS(=O)(=O)c2cc(NC(=O)[C@H](C)NC(N)=O)ccc2N2CCCC2)cc1
4) CC(Cc1ccccc1)NC(=O)c1cc2ccccc2o1 (configuration not stated)
assay / entry,1,2,3,4
PglD DTNB,0,nt,-5,0
LGR2 antag,nt,0,-10,-97
C2C12 statin,4,nt,7,33
PGC1a acetyl inh,nt,nt,-5,nt
ARNT TACC3 PPI,nt,-7,0,-10
PAX8 reporter,1,-36,-1,-157
GSIS activator,-3,9,nt,2
Cneo AK release,1,nt,1,-8

Main list (from the top)
1) COc1ccc(CCNC(=O)CN2C(=O)COc3ccc(S(=O)(=O)N4CCCC4)cc32)c(OC)c1
2) NC(N)=NS(=O)(=O)c1ccc(NC(=S)Nc2ccc(F)cc2)cc1
3) COc1ccc(NS(=O)(=O)c2cc(NC(=O)[C@H](C)NC(N)=O)ccc2N2CCCC2)cc1
4) CC(Cc1ccccc1)NC(=O)c1cc2ccccc2o1 (configuration not stated)
5) Cc1cc(C)n(C(=O)CCN2C(=O)c3ccccc3C2=O)n1
6) CC(=O)N(C)C[C@H]1Oc2cc(-c3cccc(F)c3)ccc2S(=O)(=O)N([C@@H](C)CO)C[C@@H]1C
assay / entry,1,2,3,4,5,6
PglD DTNB,0,nt,-5,0,4,-2
LGR2 antag,nt,0,-10,-97,17,-19
C2C12 statin,4,nt,7,33,38,51
PGC1a acetyl inh,nt,nt,-5,nt,6,-12
ARNT TACC3 PPI,nt,-7,0,-10,-6,-5
PAX8 reporter,1,-36,-1,-157,nt,-3
GSIS activator,-3,9,nt,2,21,17
Cneo AK release,1,nt,1,-8,-2,5

7) O=C(c1ccco1)N1CCN(C2CN(C3CCCC3)S(=O)(=O)C2)CC1 (configuration not stated)
8) C[C@@H]1CCCCO[C@H](CN(C)Cc2ccc(C(F)(F)F)cc2)[C@@H](C)CN([C@@H](C)CO)C(=O)c2cc(NS(=O)(=O)c3ccc(Cl)cc3)ccc2O1
9) Cc1ccc(C)c(NC(=O)CN(C)C(=O)c2ccccc2OCc2ccc(Cl)cc2)c1
10) Cc1ccccc1Nc1nc(N)[nH]c(=O)c1N=O
11) O=C(Cc1ccccn1)c1ccncc1
12) O=C(O)c1ccc(CNCc2ccc(Cl)cc2Cl)cc1
assay / entry,7,8,9,10,11,12
PglD DTNB,5,0,nt,1,-1,1
LGR2 antag,9,48,14,15,-26,nt
C2C12 statin,5,nt,nt,4,-3,24
PGC1a acetyl inh,13,-12,nt,-6,-2,-2
ARNT TACC3 PPI,nt,10,-10,nt,21,-3
PAX8 reporter,12,113*,8,-49,-14,nt
GSIS activator,5,-30,-8,28,41,nt
Cneo AK release,2,3,nt,-4,0,2

13) C[C@H]1CN([C@@H](C)CO)C(=O)c2cc(NS(=O)(=O)c3cn(C)cn3)ccc2O[C@H]1CN(C)Cc1ccncc1
14) COc1cccc(NC(=O)NCc2c(-c3ccccc3)noc2C)c1
15) CCc1cc(=O)n2[nH]c(-c3ccccc3)c(-c3ccccc3)c2n1
16) COc1ccc(C[C@H]2CN3C(=NC[C@H]3Cc3ccccc3)N2CCNC(=O)c2ccc(C)c(Br)c2)cc1
17) COc1ccc(CCNC(=O)COC(=O)CNS(=O)(=O)c2ccc(SC)c([N+](=O)[O-])c2)cc1
18) CN(C)C(=O)C[C@@H]1CC[C@@H]2[C@H](COc3ccc(NS(=O)(=O)c4cccc(F)c4)cc3C(=O)N2C)O1
assay / entry,13,14,15,16,17,18
PglD DTNB,8,5,3,2,0,2
LGR2 antag,0,8,4,nt,-1,-18
C2C12 statin,-28,38,-27,-32,0,5
PGC1a acetyl inh,3,-9,14,39,nt,-3
ARNT TACC3 PPI,-6,-4,-10,13,-2,5
PAX8 reporter,-2,1,-2,nt,6,-2
GSIS activator,22,-28,-7,nt,6,2
Cneo AK release,-3,1,-1,1,3,9

19) O=C(CSc1ncnc2c1oc1ccccc12)OCc1ccccc1
20) O=C(O)CCCn1cc(NC(=O)COc2cccc(Cl)c2)cn1
21) CO[C@@H]1CN(C)C(=O)c2ccc(NC(=O)C3CC3)cc2OC[C@H](C)N(C(=O)c2cccnc2)C[C@H]1C
22) C[C@@H]1CCCCO[C@@H](CN(C)C)[C@@H](C)CN([C@H](C)CO)C(=O)c2cc(NS(=O)(=O)c3cccs3)ccc2O1
23) C[C@@H]1CN([C@H](C)CO)C(=O)c2cc(NC(=O)Nc3cccc4ccccc34)ccc2O[C@@H]1CN(C)Cc1ccc(-c2ccccc2)cc1
24) CCN(CC)CCC(=O)NC(C)(C)Cc1ccc(O)cc1
assay / entry,19,20,21,22,23,24
PglD DTNB,nt,6,0,1,0,-4
LGR2 antag,-12,-12,4,10,5,nt
C2C12 statin,nt,2,-3,nt,11,-6
PGC1a acetyl inh,-2,nt,1,-4,-8,-10
ARNT TACC3 PPI,-1,-21,-11,-5,11,-5
PAX8 reporter,nt,15,9,0,nt,14
GSIS activator,11,-2,-1,21,22,nt
Cneo AK release,nt,0,3,-4,-6,-2

25) CCN(CC)C(=O)c1ccc(C(=O)c2ccccc2)cc1
26) COc1ccc(CNc2nc(SCC(=O)NCc3ccco3)nc3ccccc23)cc1
27) Cc1nn(C(C)(C)C)c(C)c1/C=N/OC(=O)Nc1ccc(Cl)c(Cl)c1
28) Cc1cccc(N(CC(=O)NCc2ccco2)C(=O)CNS(=O)(=O)c2ccc(F)cc2)c1
29) COc1ccc(S(=O)(=O)N2CCC(C(=O)N[C@@H](C)C(=O)NC3CCCC3)CC2)cc1
30) O=C(Cc1ccccc1)NC1CCN(S(=O)(=O)c2ccc(C(=O)O)cc2)CC1
assay / entry,25,26,27,28,29,30
PglD DTNB,0,1,1,-7,3,1
LGR2 antag,10,-19,nt,-5,-16,nt
C2C12 statin,-13,-10,nt,-6,18,-1
PGC1a acetyl inh,-3,-3,nt,-4,-38,8
ARNT TACC3 PPI,2,-5,-3,4,1,-7
PAX8 reporter,nt,nt,1,-8,6,nt
GSIS activator,6,0,nt,-8,-4,nt
Cneo AK release,-1,1,-5,0,2,1

31) CN(c1ccc(OC(=O)CN2C(=O)NC3(CCCC3)C2=O)cc1)S(=O)(=O)c1ccccc1
32) COC(=O)COc1cccc(NC(=O)COc2ccccc2)c1
33) CC(C)NC(=O)Nc1ccc2c(c1)C(=O)N([C@@H](C)CO)C[C@@H](C)[C@H](CN(C)C(=O)c1ccncc1)OCCCC[C@H](C)O2
34) CCOc1ccc(N2C(=O)Nc3ccccc3C2(O)C(=O)NCc2ccccc2)cc1 (configuration not stated)
35) Cc1ccc(-n2c(COc3c(C)cccc3C)nnc2SCC(=O)Nc2nccs2)cc1
36) COC(=O)C1=C(O)/C(=C/c2ccc(OCC(=O)Nc3ccccc3)cc2)N=C1C
assay / entry,31,32,33,34,35,36
PglD DTNB,-2,0,-3,nt,-9,-4
LGR2 antag,-16,nt,-9,-8,nt,-1
C2C12 statin,5,-13,nt,nt,-1,nt
PGC1a acetyl inh,nt,-15,-1,-3,-7,nt
ARNT TACC3 PPI,0,-3,5,-6,-9,18
PAX8 reporter,0,nt,-13,-1,nt,-45
GSIS activator,-10,nt,22,8,nt,0
Cneo AK release,-1,0,115*,nt,-2,0

2 of these compounds, set out differently:
# | compound | PglD DTNB | LGR2 antag | C2C12 statin | PGC1a acetyl inh | ARNT TACC3 PPI | PAX8 reporter | GSIS activator | Cneo AK release
34 | CCOc1ccc(N2C(=O)Nc3ccccc3C2(O)C(=O)NCc2ccccc2)cc1 (configuration not stated) | nt | -8 | nt | -3 | -6 | -1 | 8 | nt
35 | Cc1ccc(-n2c(COc3c(C)cccc3C)nnc2SCC(=O)Nc2nccs2)cc1 | -9 | nt | -1 | -7 | -9 | nt | nt | -2

Further results
37) Cc1ccc(S(=O)(=O)N[C@@H]2CC[C@@H](CC(=O)NC3CCCCC3)O[C@H]2CO)cc1
38) CC(C)C(=O)OCCN=C1NS(=O)(=O)c2ccccc21
39) CCCCNC(=O)OCCNC(=O)Oc1cccc(C)c1
40) O=C(NCC1CCCO1)c1ccc(NC(=O)C2CCCCC2C(=O)O)cc1 (configuration not stated)
41) Cc1ccc(S(=O)(=O)N2CC3(O)CN(C(=O)OC(C)C)N(C(=O)OC(C)C)CC3(OC(=O)Nc3c(C)noc3C)C2)cc1 (configuration not stated)
42) CC(C)(C)NC(=O)CC1C[C@H](C(=O)N2CCCCC2)[C@@]2(C)c3[nH]c4ccccc4c3CCN2C1=O (some centres not stated)
assay / entry,37,38,39,40,41,42
PglD DTNB,1,3,-2,nt,2,-1
LGR2 antag,6,nt,nt,-14,3,9
C2C12 statin,-2,-5,6,-1,3,4
PGC1a acetyl inh,5,12,nt,1,20,-3
ARNT TACC3 PPI,4,20,-3,-3,nt,-5
PAX8 reporter,10,-10,nt,nt,-7,23
GSIS activator,2,nt,nt,-7,-5,4
Cneo AK release,-3,-1,-2,0,1,-5

43) COc1ccc(-c2cc(C(=O)N3CCCC(C(F)(F)F)C3)c3ccccc3n2)cc1 (configuration not stated)
44) CCCC#Cc1ccc([C@@H]2[C@H](CO)N3CCCCN(Cc4cccnc4)C[C@@H]23)cc1
45) CCOC(=O)c1c(CNCCN(CC)CC)n(C)c2cc(Br)c(OC)cc12
46) CO[C@H]1CN(C)C(=O)c2cc(NS(C)(=O)=O)ccc2OC[C@@H](C)N(C(=O)CN(C)C)C[C@H]1C
47) Cc1cc(C(=O)NNC(=S)NCc2ccco2)nn1C
48) CCOC(=O)N1CCN(C(=O)CCc2ccc(S(=O)(=O)NCC(C)C)cc2)CC1
assay / entry,43,44,45,46,47,48
PglD DTNB,0,3,nt,0,nt,1
LGR2 antag,-11,0,13,0,10,14
C2C12 statin,17,-9,nt,5,nt,10
PGC1a acetyl inh,3,5,-22,6,9,nt
ARNT TACC3 PPI,0,3,30,5,7,-3
PAX8 reporter,-3,11,nt,nt,-28,2
GSIS activator,-40,-7,-7,-5,0,-10
Cneo AK release,2,1,nt,13,nt,0

49) COc1ccc(C2=NN(C)C(=NCc3ccccc3)SC2)cc1
50) CN(C)C(=O)[C@H]1[C@H](CO)[C@H]2Cn3c(ccc(C4=CCCCC4)c3=O)[C@@H]1N2Cc1ccccc1F
51) CN(C)N(C(=O)c1cc(-c2cccs2)nn1-c1ccccc1)C1CCS(=O)(=O)C1 (configuration not stated)
52) C[C@H](CO)N1C[C@H](C)[C@@H](CN(C)Cc2ccc(C(=O)O)cc2)Oc2ccc(NS(=O)(=O)c3ccc(Cl)cc3)cc2C1=O
53) COc1ccc(C(CNC(=O)Nc2ccc(Cl)cc2)N2CCN(C)CC2)cc1 (configuration not stated)
54) CCOC(=O)c1c(C)n(C)c2ccc(OC(C)C(=O)OC)cc12 (configuration not stated)
assay / entry,49,50,51,52,53,54
PglD DTNB,6,1,3,5,-3,1
LGR2 antag,-54,-25,-2,-14,-4,nt
C2C12 statin,5,11,3,17,-28,2
PGC1a acetyl inh,-1,-4,9,4,3,8
ARNT TACC3 PPI,5,nt,6,-8,3,0
PAX8 reporter,nt,-1,2,nt,0,nt
GSIS activator,-23,-14,3,5,5,nt
Cneo AK release,-2,-1,1,-1,6,0

Assay outcomes from PubChem BioAssay.
